Screens as filed in PubChem.
Arrestin-AP2 inh – inhibitors of human beta-arrestin and AP2 interaction; FITC-arrestin peptide / GST-AP2 beads, flow cytometry; AP2 beta2 appendage carries R879A mutation; inhibition, % at 10 µM; hit rate 0.31% among 340,000; AID 504490;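 active = inhibition above a set limit, near 3 SD of compounds lacking own fluorescence, cut at about 54% in these data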;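 also: plate controls were DMSO wells for no effect and 5 µM unlabelled arrestin peptide for full effect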
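test system = AP2 appendage R879A on GSH beads | buffer or medium = PBS plus Tween 20 (0.05%) and BSA (0.1%) | incubation = 12 min plus 1 h, RT | detection = bead flow cytometry, FITC channel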
CAL PDZ FP-1 – blocks peptide binding to human CAL PDZ domain; AID 504414; purified CAL PDZ, TMR-peptide fluorescence polarization, 1 h; hit rate 0.02% among 330,000; inhibition, % at 20 µM;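 active = highest replicate inhibition of at least 40%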;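 also: plate controls were DMSO neutral control wells for no effect and unlabeled competitor peptide control wells for full effect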
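System: purified tagged CAL PDZ domain construct (CerCALP). Schedule: 1 h incubation at room temperature before polarization reading. Medium: 25 mM sodium phosphate pH 7.4, 150 mM NaCl, TCEP, IgG, Thesit. Read-out: percent inhibition from loss of millipolarization. Measured by: FP readout, S and P plane fluorescence. Probe or stimulus: fluorescent TMR peptide probe.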
Cardiac RTF inh – cardiac RTF calcium desensitization. P19429+P45379. IANBD-labeled cardiac RTF, Ca2+ fluorescence. inhibition, % at 7.15 µM. hit rate 0.12% among 340,000. AID 493244;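 active = inhibition above the mean inhibition of all tested compounds plus 3 SD, cut at about 17% in these data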;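 also: assay run at fixed EC70 calcium of 1.6 mM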
DAGLB inhibitor – diacylglycerol lipase beta (human) inhibition | Q8NCG7 | HEK293T DAGLB membrane lysate, EnzChek fluorogenic substrate | inhibition, % at 5.17 µM | hit rate 0.059% among 340,000 | AID 504411; in the data active = inhibition above about 34%;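 also: 0% = enzyme with vehicle and 100% = wells lacking enzyme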
Target sequence (Q8NCG7 whole entry, looked up): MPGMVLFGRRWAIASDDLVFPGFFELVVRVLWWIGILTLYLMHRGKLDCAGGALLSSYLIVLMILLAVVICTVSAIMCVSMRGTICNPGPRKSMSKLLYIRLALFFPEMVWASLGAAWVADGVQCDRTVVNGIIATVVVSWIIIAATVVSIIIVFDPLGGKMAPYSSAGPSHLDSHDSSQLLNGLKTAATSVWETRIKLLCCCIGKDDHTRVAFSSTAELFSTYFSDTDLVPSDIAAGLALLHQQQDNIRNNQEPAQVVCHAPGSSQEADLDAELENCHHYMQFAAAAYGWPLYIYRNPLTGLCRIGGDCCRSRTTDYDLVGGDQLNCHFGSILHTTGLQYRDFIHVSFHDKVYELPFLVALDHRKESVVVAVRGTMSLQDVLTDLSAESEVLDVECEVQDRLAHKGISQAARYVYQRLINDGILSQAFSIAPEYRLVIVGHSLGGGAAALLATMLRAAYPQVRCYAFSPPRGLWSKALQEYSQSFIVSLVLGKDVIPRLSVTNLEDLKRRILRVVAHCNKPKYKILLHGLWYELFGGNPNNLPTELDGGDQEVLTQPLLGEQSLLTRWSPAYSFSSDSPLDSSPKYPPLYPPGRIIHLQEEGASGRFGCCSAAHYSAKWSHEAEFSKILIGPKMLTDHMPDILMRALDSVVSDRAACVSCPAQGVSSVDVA
Keap1 Nrf2 FP – inhibitors of human Keap1-Nrf2 protein-protein interaction | Q14145 | Keap1 Kelch-Nrf2 peptide fluorescence polarization, 1536-well | inhibition, % at 9.4 µM | hit rate 0.15% among 340,000 | AID 504523; in the data active = inhibition above about 12%;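 also: human Keap1 Kelch domain with fluorescein labeled Nrf2 9mer peptide probe; 0% = neutral control wells and 100% = peptide positive control; higher means more block of Keap1 binding to Nrf2 peptide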
CAL PDZ FP-2 – inhibitors of human CAL PDZ peptide binding | purified CAL PDZ, TMR-peptide fluorescence polarization, 1 h | inhibition, % at 24.9 µM | AID 602252 | hit rate 0.92% among 300,000 | Q9HD26;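 active = mean inhibition of at least 30% with at least half of replicates also reaching 30%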;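 also: 0% = DMSO neutral control and 100% = excess unlabeled competitor peptide PRC23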
DSG3 Ab inh – blocks pemphigus antibody binding to human desmoglein-3 | binding (percent of control), % at 10 µM | DSG3-coupled beads, scFv-anti-DSG3-GFP binding, flow cytometry; active compounds read low | AID 588358 | hit rate 0.48% among 310,000;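 active = binding more than 3 SD below its plate's average and above zero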;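 also: hits lower antibody fragment binding to DSG3; some compounds called inactive have numbers as strong as hits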
V-ATPase pHluor – yeast V-ATPase proton transport regulation by pHLuorin | hit rate 0.37% among 350,000 | AID 504577 | response, % at 10 µM | S. cerevisiae, pHLuorin cytosolic pH fluorescence; in the data active = response mostly above about 7.3%, no sharp cut-off; inactive = mostly below about 5.4%; also: actives read high; inactives centre near 0; some compounds called inactive have numbers as strong as hits; reference of the scale not given here
NSD2 HMT inh – blocks human histone methyltransferase NSD2. NSD2 peptide methylation, AlphaScreen, 120 min. inhibition, % at 12.5 µM. hit rate 0.54% among 310,000; in the data active = inhibition above about 50%
LANA DNA inh – inhibitors of KSHV LANA C-terminal domain DNA binding; hit rate 0.078% among 340,000; inhibition, % at 9 µM; MBP-C-LANA/FAM-LBS DNA binding, fluorescence polarization;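 active = highest replicate inhibition at or above 60% at 9 µM, even if other replicates fall short; inactive = all replicates below 60% inhibition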;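 also: 0% = neutral control wells and 100% = 4 µM acridine orange control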
The depositor's hits bear a star; . = not tested or not shown.

SMILES | Arrestin-AP2 inh | CAL PDZ FP-1 | Cardiac RTF inh | DAGLB inhibitor | Keap1 Nrf2 FP | CAL PDZ FP-2 | DSG3 Ab inh | V-ATPase pHluor | NSD2 HMT inh | LANA DNA inh
C/C=C(\C)C(=O)NCCN1C2=NC[C@H](Cc3ccccc3)N2C[C@H]1Cc1ccc(O)cc1 | 1 | -1.2 | -5 | 5 | -6 | -6 | 113 | 2 | . | -0.9
COc1ccc(CCNC(=S)N2CCN(S(=O)(=O)c3ccc(C)cc3)CC2)cc1 | 21 | 0.3 | -7 | -1 | -8 | . | 101 | 0 | -3 | -0.3
COc1ccc(Cl)cc1NC(=O)C/C(C)=N/NC(=O)CCc1ccccc1 | 31 | 0.2 | 10 | 0 | 3 | -28 | 110 | 1 | -4 | 1.2
COC(=O)[C@]1(Cc2ccccc2)N[C@H](CN(C)C(=O)Nc2ccc(Cl)cc2)[C@@H]2C(=O)N(Cc3ccccc3)C(=O)[C@@H]21 | 4 | -0.8 | -5 | -1 | -7 | 5 | 103 | 1 | . | -1.8
COc1ccc(NC(=S)NC(NC(=O)C(C)C)C(Cl)(Cl)Cl)c([N+](=O)[O-])c1 (configuration not stated) | 24 | -0.4 | 4 | 2 | 0 | -3 | 99 | -6 | . | 2.1
Cc1ccnc(NS(=O)(=O)c2ccc(NC(=O)c3ccc(Cl)cc3[N+](=O)[O-])cc2)n1 | 0 | -1.3 | 4 | 0 | -2 | -3 | 110 | -2 | 1 | -1.4
CCC(C)n1c(=S)[nH]c2ccccc2c1=O (configuration not stated) | -13 | -0.7 | -4 | -1 | 1 | -4 | 108 | 1 | 4 | 0.6
C=CCN(c1ccc(C(=O)Nc2ccc(C)cc2)cc1)S(C)(=O)=O | 24 | -1.2 | 0 | -1 | -6 | 2 | 101 | 0 | -7 | -1.3
COc1ccc(NC(=O)C(Cc2ccccc2)n2cccc2)cc1OC (configuration not stated) | 29 | -0.6 | 10 | -1 | -1 | -2 | 97 | 1 | 2 | -1.2
O=[N+]([O-])c1cc(S(=O)(=O)Nc2cccc(C(F)(F)F)c2)ccc1-n1nnc2ccccc21 | 4 | 0.0 | 3 | 17 | -4 | -2 | 95 | 1 | 8 | 1.2
Cc1ccc(NC(=O)c2cc(N3C(=O)C4CC=CCC4C3=O)ccc2N2CCCCC2)cc1 (configuration not stated) | 24 | -0.3 | 3 | -2 | -2 | 2 | . | 3 | 5 | 0.4
O=C(c1nn(Cc2ccccc2)c(=O)c2ccccc12)N1CCN(c2ccccn2)CC1 | -1 | -1.0 | -5 | 2 | -2 | -4 | . | 2 | 0 | 0.1
CC(=O)NC(CC(=O)Nc1cc(Cl)ccc1-n1cncn1)c1ccccc1 (configuration not stated) | 2 | -1.0 | -7 | 3 | -6 | -5 | 98 | 0 | -1 | -0.1
Cc1oc(-c2cccs2)nc1CS(=O)CC(=O)NCCCN1CC(C)CC(C)C1 (configuration not stated) | -9 | -1.6 | -1 | -1 | 0 | -1 | 96 | 1 | . | -1.8
CCN(Cc1nc2cc(Cl)ccc2c(=O)[nH]1)C(=O)CN1C(=O)NC2(CCCCC2C)C1=O (configuration not stated) | -6 | -1.4 | -8 | 1 | -2 | -1 | 105 | -3 | 0 | -0.3
O=C(c1cc2cc(Cl)ccc2[nH]1)N1CCc2ccccc2C1 | 36 | -2.0 | -4 | 0 | 0 | -6 | 99 | 1 | -13 | 0.0
CSc1sc(C(=O)NC(=O)NCc2cccnc2)c(C)c1-c1ccon1 | -23 | -0.4 | 0 | -1 | 2 | -6 | . | -4 | -2 | -0.2
COc1ccc(S(=O)(=O)N2CCC(C(=O)Oc3cccc(C)c3)CC2)cc1OC | 20 | 0.0 | 2 | -2 | -4 | -1 | 101 | -1 | -4 | -0.2
COc1cc(CN2CCC(C(=O)NCC(C)(C)CN(C)C)CC2)ccc1OCc1ccccc1 | 43 | 0.5 | 1 | -1 | -3 | 0 | 107 | 1 | 1 | 2.5
CNc1nc(-c2ccccc2)nnc1C(F)(F)F | -9 | -0.8 | -13 | -4 | 5 | 3 | 103 | 1 | 17 | 0.5
O=c1c2ccc(Cl)cc2nc2n1CC/C2=C\c1cccc(O)c1 | -6 | -1.7 | 9 | -2 | 3 | -4 | 104 | -2 | 0 | 4.5
COC(=O)c1ccc(C2NC(=O)CCC2[N+](=O)[O-])cc1 (configuration not stated) | 8 | -0.4 | -4 | -3 | -10 | 1 | 111 | -2 | 15 | -2.4
O=C1c2oc3ccccc3c(=O)c2C(c2cccc(O)c2)N1CCCN1CCOCC1 (configuration not stated) | -2 | -0.1 | -1 | 0 | -3 | 3 | 111 | -2 | . | 1.6
CC1=C(C(=O)Nc2ccccc2F)C(c2cccs2)NC(=S)N1 (configuration not stated) | -8 | -0.6 | -3 | -1 | -2 | 3 | 99 | 2 | 0 | -2.0
CC(=O)Nc1cccc(C(=O)N/N=C/c2ccc(F)cc2)c1 | -4 | -2.2 | 4 | 1 | -3 | -4 | 87 | 0 | 0 | 0.2
CC[C@]12c3[nH]c4cc(-c5ccco5)ccc4c3CCN1C(=O)[C@@H](CC(=O)NCCC1=CCCCC1)C[C@@H]2C(=O)N1CCN(C(=O)c2ccco2)CC1 | 41 | -0.8 | -12 | 8 | -1 | -5 | 103 | -33 | . | -3.9
CCOC(=O)c1c(N2C(=O)C=CC2=O)sc(C)c1C | 14 | -1.4 | -7 | -1 | -14 | -2 | 115 | 4 | . | -0.8
O=C(COc1cccc2ccccc12)N/N=C/C=C/c1ccccc1 | -3 | -1.5 | 3 | 1 | 1 | -1 | 104 | -2 | -2 | -0.1
Cn1c(SCC(=O)c2ccc3c(c2)OCO3)nnc1C1COc2ccccc2O1 (configuration not stated) | -5 | -1.3 | 0 | -1 | -3 | 3 | . | 4 | 0 | -0.4
O=C(COC(=O)CCc1ccccc1)Nc1ncc(Cl)cc1Cl | 7 | -0.3 | -1 | -4 | 0 | -2 | 99 | 5 | 3 | -0.5
CC(=O)c1ccc(NC(=O)CSc2ccsc2[N+](=O)[O-])cc1 | 23 | -1.9 | -1 | 4 | 0 | -1 | 69* | 5 | 4 | -0.3
COc1ccc(-c2cc(C(=O)Nc3nc4ccccc4s3)c3ccccc3n2)cc1OC | 2 | -2.3 | -4 | -3 | -3 | -3 | 110 | -2 | -1 | -0.4
CCc1cc2c(=O)n(C(C)C(=O)OC3CCCCC3)cnc2s1 (configuration not stated) | -4 | -1.2 | -8 | -7 | -4 | 0 | . | 9 | . | -0.3
Cc1ccc(C(=O)Nc2nc(-c3ccc([N+](=O)[O-])cc3)cs2)o1 | -4 | -0.9 | -18 | -2 | -7 | -3 | 98 | 0 | -1 | 0.8
CCN(CC)CCNC(=O)c1ccc(-n2c(C)cc3c2CCCC3=O)cc1 | 39 | 0.4 | -5 | 0 | 2 | -1 | 102 | -4 | 14 | -1.1
Cc1cc(NC(=O)COc2cccc([N+](=O)[O-])c2)no1 | 46 | -0.8 | 0 | -1 | -1 | -4 | 104 | -8 | 0 | 0.0
O=C(Nc1ccccc1)c1cccnc1Nc1ccccc1 | 11 | 1.1 | -11 | -4 | -4 | -4 | 106 | -5 | -1 | 0.3
Cc1ccc(NC(=O)CSc2nnc(CCCCCNC(=O)OC(C)(C)C)o2)c(C)c1 | -5 | -0.4 | -3 | -3 | -1 | . | 104 | -2 | -6 | -0.2
COc1ccc(C2OC(=O)CC2C(=O)N2CCN(c3cc(Cl)ccc3C)CC2)cc1OC (configuration not stated) | 13 | -0.1 | -4 | -2 | 1 | 1 | 98 | 3 | . | 0.4
CCCCOc1ccc(NC(=O)CN2CCN(C(=O)OCC)CC2)cc1 | 25 | -1.6 | 8 | 3 | 1 | 1 | . | 0 | 0 | -2.0
CCOC(=O)c1ccccc1NC(=O)CSc1nc(N)cc(N)n1 | 4 | -0.6 | -3 | -1 | -3 | -1 | 104 | 1 | 1 | -2.3
Cc1ccc(-c2nnn(CC(=O)N(CCN3CCOCC3)C(C(=O)NC(C)(C)C)c3ccco3)n2)cc1 (configuration not stated) | 20 | 0.2 | 4 | -3 | -2 | 3 | 100 | -1 | 2 | -0.4
C=C[C@@H]1c2c(F)cccc2N(S(=O)(=O)c2ccc(C)cc2)[C@H](c2ccc(C(=O)OC)cc2)C1(C#N)C#N | 1 | -0.4 | -6 | -6 | -5 | -3 | 100 | 1 | . | -1.6
COc1ccc(C(NC(=O)c2ccco2)c2ccc(OC)c(OC)c2)cc1OC | 12 | -0.7 | 3 | 0 | 0 | -2 | 87 | 4 | -1 | -0.1
c1ccc(-c2csc3ncnc(NCCCN4CCOCC4)c23)cc1 | 3 | -1.9 | -10 | -1 | -4 | -4 | 119 | 2 | 1 | -2.2
Cc1cc2ccccn2c1C(=O)c1ccccc1Br | 0 | -9.1 | 4 | -2 | -6 | -6 | 103 | 5 | 16 | -0.8
O=S(=O)(NCc1cccnc1)c1ccc2c(c1)OCCO2 | -3 | -2.2 | -2 | -2 | -3 | 0 | 101 | -4 | 4 | 0.6
Cc1cc(C)cc(NC(=O)CN2CCC(NC(=O)Cc3ccccc3)CC2)c1 | 9 | -2.7 | 1 | -2 | -1 | -3 | 105 | -2 | -2 | 0.1
COc1ccc(/C=N/NS(=O)(=O)c2ccc(F)cc2)cc1CN1CCSCC1 | -4 | -2.2 | 1 | 0 | -2 | 1 | . | 0 | 2 | -0.1
Cc1ccc(NC(=O)NNC(=O)CN2C(=O)COc3ccccc32)cc1 | 12 | -0.8 | -22 | 0 | -3 | -1 | . | -1 | . | 0.3

Some of the entries so far, with each value named.
O=S(=O)(NCc1cccnc1)c1ccc2c(c1)OCCO2
  Arrestin-AP2 inh = -3; CAL PDZ FP-1 = -2.2; Cardiac RTF inh = -2; DAGLB inhibitor = -2; Keap1 Nrf2 FP = -3; CAL PDZ FP-2 = 0; DSG3 Ab inh = 101; V-ATPase pHluor = -4; NSD2 HMT inh = 4; LANA DNA inh = 0.6

Cc1cc(C)cc(NC(=O)CN2CCC(NC(=O)Cc3ccccc3)CC2)c1
  Arrestin-AP2 inh = 9; CAL PDZ FP-1 = -2.7; Cardiac RTF inh = 1; DAGLB inhibitor = -2; Keap1 Nrf2 FP = -1; CAL PDZ FP-2 = -3; DSG3 Ab inh = 105; V-ATPase pHluor = -2; NSD2 HMT inh = -2; LANA DNA inh = 0.1

COc1ccc(/C=N/NS(=O)(=O)c2ccc(F)cc2)cc1CN1CCSCC1
  Arrestin-AP2 inh = -4; CAL PDZ FP-1 = -2.2; Cardiac RTF inh = 1; DAGLB inhibitor = 0; Keap1 Nrf2 FP = -2; CAL PDZ FP-2 = 1; DSG3 Ab inh = .; V-ATPase pHluor = 0; NSD2 HMT inh = 2; LANA DNA inh = -0.1

Cc1ccc(NC(=O)NNC(=O)CN2C(=O)COc3ccccc32)cc1
  Arrestin-AP2 inh = 12; CAL PDZ FP-1 = -0.8; Cardiac RTF inh = -22; DAGLB inhibitor = 0; Keap1 Nrf2 FP = -3; CAL PDZ FP-2 = -1; DSG3 Ab inh = .; V-ATPase pHluor = -1; NSD2 HMT inh = .; LANA DNA inh = 0.3

A portion of the library (hit frequency here may not be typical).
